Screens deposited in PubChem by several laboratories.
dFosB act – enhances mouse delta FosB homodimer DNA binding; P13346; purified delta FosB, TAMRA-CDK5 oligo fluorescence polarization; percent of positive-control signal above neutral wells; activation, % at 25 µM; hit rate 0.99% among 340,000;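 active means mean activation above about 17%, with every replicate also reaching it, limit read from the data, passing the limit was not always enough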;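 further: fluorescence polarization rise as delta FosB binds a TAMRA Cdk5 AP-1 oligo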
LANA DNA inh – blocks KSHV LANA C-terminal domain binding to DNA; inhibition, % at 9 µM; hit rate 0.078% among 340,000; MBP-C-LANA/FAM-LBS DNA binding, fluorescence polarization;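 active means highest replicate inhibition at or above 60% at 9 µM, even if other replicates fall short; inactive means all replicates below 60% inhibition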;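 further: 0% = neutral control wells and 100% = 4 µM acridine orange control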
RTF Ca sens inh – cardiac RTF calcium desensitization; hit rate 0.12% among 340,000; IANBD-labeled cardiac RTF, Ca2+ fluorescence; inhibition, % at 7.15 µM;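 active means inhibition above the mean inhibition of all tested compounds plus 3 SD, cut at about 17% in these data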;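 further: assay run at fixed EC70 calcium of 1.6 mM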
Mot1-301 SUMO – inhibitors of SUMOylation pathway: yeast Mot1-301 growth rescue. S. cerevisiae Mot1-301 growth rescue, ATP luminescence, 38.5C; percent above DMSO median, 100 means doubled. growth rescue, % at 18.8 µM. hit rate 1% among 320,000;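 active means every valid replicate shows activation above 250% relative to neutral control wells; inactive means the rest, any valid replicate at or below 250%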;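 further: OY570 slx delta 5 strain wells were the positive control but not used for scaling; some compounds called inactive have numbers as strong as hits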
Rtt109 Vps75 – inhibitors of Candida albicans Rtt109/Vps75 histone acetyltransferase; AID 540336; hit rate 0.16% among 330,000; purified Rtt109/Vps75, ThioGlo CoA-SH fluorescence, 4 h; inhibition, % at 34.9 µM;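 active means inhibition of at least 50% in every replicate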
PvdQ inh – blocks Pseudomonas aeruginosa PvdQ acylase activity. purified PvdQ acylase, fluorescence plate reader. inhibition, % at 10 µM. hit rate 0.063% among 340,000; in the data active means inhibition above about 30%, passing the limit was not always enough;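 further: 0% = vehicle neutral wells and 100% = reference inhibitor wells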
Keap1-Nrf2 PPI – Keap1-Nrf2 (human) interaction inhibition. Q14145. Keap1 Kelch-Nrf2 peptide fluorescence polarization, 1536-well. inhibition, % at 9.4 µM. hit rate 0.15% among 340,000. AID 504523; in the data active means inhibition above about 12%;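 further: human Keap1 Kelch domain with fluorescein labeled Nrf2 9mer peptide probe; 0% = neutral control wells and 100% = peptide positive control; higher means more block of Keap1 binding to Nrf2 peptide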
CDK5 inh – blocks human CDK5/p35 kinase activity; Q00535+Q15078; hit rate 0.01% among 330,000; Recombinant CDK5/p35, ADP-Glo luminescence, 60 min; inhibition, % at 10 µM; AID 488839;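 active means highest replicate inhibition of at least 50% and at least 75% of replicates reaching 50%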;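 further: plate controls were DMSO neutral control for no effect and GW8510 at 10 µM for full effect; many of its hits are not listed in these tables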
NSD2 inh – NSD2 (human) methyltransferase inhibition; hit rate 0.54% among 310,000; O96028; inhibition, % at 12.5 µM; NSD2 peptide methylation, AlphaScreen, 120 min; in the data active means inhibition above about 50%
Target sequence (O96028 whole entry, looked up): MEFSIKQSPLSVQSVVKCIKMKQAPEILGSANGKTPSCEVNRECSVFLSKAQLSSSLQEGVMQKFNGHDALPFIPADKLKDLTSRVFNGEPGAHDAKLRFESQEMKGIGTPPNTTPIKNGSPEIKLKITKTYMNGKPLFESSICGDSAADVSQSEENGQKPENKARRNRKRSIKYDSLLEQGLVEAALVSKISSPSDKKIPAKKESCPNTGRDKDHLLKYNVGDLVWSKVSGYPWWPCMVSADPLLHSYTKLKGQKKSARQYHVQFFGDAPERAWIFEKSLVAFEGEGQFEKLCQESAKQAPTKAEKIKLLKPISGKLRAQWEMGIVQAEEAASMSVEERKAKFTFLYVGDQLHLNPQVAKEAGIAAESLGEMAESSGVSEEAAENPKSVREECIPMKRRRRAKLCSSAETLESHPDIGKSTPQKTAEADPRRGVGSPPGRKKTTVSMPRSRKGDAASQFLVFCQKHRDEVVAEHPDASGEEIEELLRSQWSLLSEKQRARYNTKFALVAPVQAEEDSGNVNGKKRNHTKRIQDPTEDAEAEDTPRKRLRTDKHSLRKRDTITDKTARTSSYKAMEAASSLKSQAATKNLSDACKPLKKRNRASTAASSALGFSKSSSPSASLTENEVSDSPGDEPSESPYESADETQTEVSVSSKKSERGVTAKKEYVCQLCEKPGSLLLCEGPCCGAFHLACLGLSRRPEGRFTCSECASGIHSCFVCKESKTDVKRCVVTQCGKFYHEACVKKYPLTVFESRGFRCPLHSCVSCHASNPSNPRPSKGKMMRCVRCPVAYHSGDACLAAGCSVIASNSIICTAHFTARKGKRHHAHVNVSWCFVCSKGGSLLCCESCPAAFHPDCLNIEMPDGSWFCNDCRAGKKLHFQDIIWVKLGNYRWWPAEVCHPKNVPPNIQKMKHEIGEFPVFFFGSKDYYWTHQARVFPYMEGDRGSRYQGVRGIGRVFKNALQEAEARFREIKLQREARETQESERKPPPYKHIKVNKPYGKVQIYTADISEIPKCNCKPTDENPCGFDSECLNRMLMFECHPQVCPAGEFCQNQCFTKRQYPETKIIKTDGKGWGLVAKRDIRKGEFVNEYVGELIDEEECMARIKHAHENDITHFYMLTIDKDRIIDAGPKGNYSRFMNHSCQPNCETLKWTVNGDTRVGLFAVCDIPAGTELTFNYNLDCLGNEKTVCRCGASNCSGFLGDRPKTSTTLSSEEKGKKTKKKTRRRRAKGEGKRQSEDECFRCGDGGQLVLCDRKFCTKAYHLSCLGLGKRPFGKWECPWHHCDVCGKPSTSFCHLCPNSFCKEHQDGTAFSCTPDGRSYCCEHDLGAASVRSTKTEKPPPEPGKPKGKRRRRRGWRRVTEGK
cardiac RTF act – increases calcium sensitivity of human cardiac regulated thin filaments. AID 493008. activation, % at 7.2 µM. hit rate 0.24% among 340,000. P19429+P45379. IANBD-labeled TnC RTF fluorescence at EC20 calcium; 0% EC20 calcium, 100% full calcium;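 active means activation above the mean over all tested compounds plus 3 SD, cut at about 30% in these data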;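 further: rise in fluorescence read as greater calcium sensitivity of cardiac thin filaments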
PfHsp90 yeast 2 – inhibits growth of yeast expressing Plasmodium falciparum Hsp90. S. cerevisiae expressing PfHsp90, BacTiter-Glo ATP, 48 h; yeast lacking PDR1 and PDR3 efflux regulators. AID 504621. inhibition, % at 9.4 µM. hit rate 0.32% among 310,000;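 active means every replicate shows inhibition above about 80%, whatever the replicate mean, limit read from the data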;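 further: 0% = DMSO neutral controls and 100% = 20 µM radicicol positive controls; yeast relying on Plasmodium falciparum Hsp90 in place of its own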
* = called active by the depositor; nt = not tested or not shown. No enrichment for hits; any-hit rate near 3.2%.

entry	smiles	dFosB act	Keap1-Nrf2 PPI	CDK5 inh	PvdQ inh	PfHsp90 yeast 2	Mot1-301 SUMO
1	COc1ccc(NC(=O)C(=O)NCCC2CCCCN2S(=O)(=O)c2ccccc2)cc1 (centres undefined)	12	-1	0.0	9	-11	-16
2	O=C(N/N=C\c1ccc(-c2ccc(Cl)c(Cl)c2)o1)C(=O)N1CCCC1	0	4	3.4	12	-9	nt
3	O=[N+]([O-])c1cccc(S(=O)(=O)N2CCCC2)c1	-2	-3	-2.7	-8	-6	9
4	Cc1c(NC2=C(Cl)C(=O)N(c3ccccc3Cl)C2=O)c(=O)n(-c2ccccc2)n1C	-11	-3	0.1	-4	26	-13
5	CCC(=O)N(c1nnc(SCC(=O)NN2C(=O)NC3(CCC(C)CC3)C2=O)s1)C1CC1 (centres undefined)	-8	-4	-2.3	-13	23	7
6	C[C@H](CO)N1C[C@H](C)[C@@H](CN(C)S(=O)(=O)c2ccc(F)cc2)Oc2ccc(NC(=O)Nc3ccc(C(F)(F)F)cc3)cc2C1=O	-4	-5	0.2	-25	-12	-7
7	COc1ccc(OC)c2[nH]c(=O)c(CCNC(=O)CC(C)C)cc12	0	5	-0.3	-3	0	10
8	COc1cc(-c2nnc(SCc3ccccc3Cl)o2)cc(OC)c1OC	-15	-2	0.4	-8	-39	17
9	C#CCNC(=O)C1=C[C@@H](c2csc3ccccc23)[C@H](CCCO)[C@@H](OCC)O1	0	-2	-2.9	5	-3	11
10	Cc1nc(C)n(CC(O)COc2ccc3c(c2)CCC3)n1 (centres undefined)	9	4	-2.6	-12	15	-1
11	CCOc1ccc(-c2nc(CSCC(=O)NC3CC3)c(C)o2)cc1	-5	5	1.0	0	5	-27
12	Cc1cc(NC(NC(=O)c2ccco2)(C(F)(F)F)C(F)(F)F)no1	1	3	0.4	15	9	11
13	Cc1ccc(CN2CCNC(=O)C2CC(=O)N(Cc2c(C)nn(C)c2C)C2CC2)o1 (centres undefined)	1	-4	-0.9	-18	-10	-23
14	CC(NC(=O)c1cccnc1Sc1ccccc1)c1ccc(S(N)(=O)=O)cc1 (centres undefined)	2	3	-0.2	-13	-2	-25
15	NS(=O)(=O)c1ccc(CCNC(=O)COC(=O)/C=C/c2ccccc2Cl)cc1	-7	-1	-0.3	-6	-106	7

entry	cardiac RTF act	LANA DNA inh	RTF Ca sens inh	Rtt109 Vps75	NSD2 inh
1	-4	-0.3	3	-6	-1
2	-5	2.3	-2	7	-1
3	7	-0.6	7	3	-1
4	4	-1.1	4	2	3
5	6	-0.3	-10	-15	-2
6	-1	0.4	-11	1	nt
7	1	-0.4	-5	0	0
8	-3	-0.2	-18	4	-3
9	-8	1.2	-3	6	nt
10	0	1.1	-5	nt	19
11	1	-2.0	-5	-4	2
12	2	1.7	-8	0	3
13	4	-1.5	-12	2	-4
14	-8	-0.4	-7	-1	0
15	1	-0.7	7	4	-4

An excerpt from above in order of their number in Rtt109 Vps75, rising.
entry	Structure	dFosB act	Keap1-Nrf2 PPI	CDK5 inh	PvdQ inh	PfHsp90 yeast 2	Mot1-301 SUMO	cardiac RTF act	LANA DNA inh	Rtt109 Vps75	NSD2 inh
5	CCC(=O)N(c1nnc(SCC(=O)NN2C(=O)NC3(CCC(C)CC3)C2=O)s1)C1CC1 (centres undefined)	-8	-4	-2.3	-13	23	7	6	-0.3	-15	-2
6	C[C@H](CO)N1C[C@H](C)[C@@H](CN(C)S(=O)(=O)c2ccc(F)cc2)Oc2ccc(NC(=O)Nc3ccc(C(F)(F)F)cc3)cc2C1=O	-4	-5	0.2	-25	-12	-7	-1	0.4	1	nt
15	NS(=O)(=O)c1ccc(CCNC(=O)COC(=O)/C=C/c2ccccc2Cl)cc1	-7	-1	-0.3	-6	-106	7	1	-0.7	4	-4

(list continues)
entry	smiles	dFosB act	Keap1-Nrf2 PPI	CDK5 inh	PvdQ inh	PfHsp90 yeast 2	Mot1-301 SUMO
16	Cc1ccc(NC(=O)Nc2ncnc3nc[nH]c23)cc1	12	5	1.1	-22	-16	-23
17	Cc1onc(-c2ccccc2Cl)c1NC(=O)NCc1cccs1	-9	-5	-3.1	-6	-6	-6
18	CC1CCCC(C)N1CCCNC(=O)c1csc2c1CCCCC2 (centres undefined)	-2	-7	-8.9	-30	3	459*
19	CC1(C)COC(c2cccc(C3=NC(C)(C)CO3)n2)=N1	10	1	0.4	-16	20	4
20	CCCC1(c2ccccc2)NC(=O)N(CC(=O)Nc2ccc3c(c2)OCCO3)C1=O (centres undefined)	1	2	0.8	4	4	5
21	COC(=O)C1=C(C)N(CC2CC2)C(=NCc2cccc(Cl)c2)N[C@H]1c1ccccc1	-3	-4	0.1	12	nt	-20
22	COC(=O)c1cccc(S(=O)(=O)N2CCC(NC(=O)Nc3cccc(F)c3)CC2)c1	2	1	0.0	10	-13	11
23	CCC1(C)Cc2[nH]c(=O)c(C#N)cc2CO1 (centres undefined)	-3	2	0.1	9	-1	8
24	CCOC(=O)Cc1csc(NC(=O)Cc2cccs2)n1	-1	-2	-1.2	12	-10	-16
25	Cc1noc(NS(=O)(=O)c2ccc(N/C=C\C(=O)c3ccc4c(c3)OCO4)cc2)c1C	-5	-2	-3.4	6	6	-10
26	CCCSc1ncnc2sc(C)c(C)c12	-2	4	-1.9	0	-38	2
27	Cc1occc1-c1nnc(SC(C)C(=O)Nc2ccccc2F)o1 (centres undefined)	3	0	1.2	-4	-2	nt
28	CCOc1ccc(-c2noc(CCC(N)=O)n2)cc1OCC	-4	4	-0.1	-16	-32	-7
29	CC(OC(=O)CC1CC2CCC1C2)C(=O)Nc1ccc(C(N)=O)cc1 (centres undefined)	-4	2	0.1	-2	5	-7
30	CCN(CC)S(=O)(=O)c1cccc(C(=O)OCC(=O)Nc2ccc3c(c2)c2ccccc2n3CC)c1	-4	-3	-1.6	11	-6	-3

entry	cardiac RTF act	LANA DNA inh	RTF Ca sens inh	Rtt109 Vps75	NSD2 inh
16	-4	0.5	4	5	-2
17	8	-0.4	-4	7	-1
18	9	-1.8	-6	0	16
19	-1	-1.2	-7	0	-3
20	2	0.3	-1	27	-1
21	-10	0.5	-1	5	nt
22	0	-1.0	1	4	0
23	-2	1.3	-11	24	-4
24	-2	1.2	-3	-9	-1
25	5	0.8	-2	14	7
26	-1	-0.6	1	-6	-2
27	2	0.8	0	6	-1
28	2	0.8	-6	4	10
29	-1	0.4	3	6	0
30	3	-0.7	12	-1	0

No new results follow: an excerpt of the list.
entry	smiles	dFosB act	Keap1-Nrf2 PPI	CDK5 inh	PvdQ inh	PfHsp90 yeast 2	Mot1-301 SUMO
20	CCCC1(c2ccccc2)NC(=O)N(CC(=O)Nc2ccc3c(c2)OCCO3)C1=O (centres undefined)	1	2	0.8	4	4	5
21	COC(=O)C1=C(C)N(CC2CC2)C(=NCc2cccc(Cl)c2)N[C@H]1c1ccccc1	-3	-4	0.1	12	nt	-20

entry	cardiac RTF act	LANA DNA inh	RTF Ca sens inh	Rtt109 Vps75	NSD2 inh
20	2	0.3	-1	27	-1
21	-10	0.5	-1	5	nt

Screen by screen, as entered above:
Compounds 18 to 27 in Rtt109 Vps75: 0, 0, 27, 5, 4, 24, -9, 14, -6, 6
Compounds 18 to 27 in NSD2 inh: 16, -3, -1, nt, 0, -4, -1, 7, -2, -1

Remaining list, next part
entry	smiles	dFosB act	Keap1-Nrf2 PPI	CDK5 inh	PvdQ inh	PfHsp90 yeast 2	Mot1-301 SUMO
31	CCCC(=O)Nc1cc(-c2nnc(OC)c3ccccc23)ccc1N1CCOCC1	-2	-1	0.0	2	-14	-13
32	Cc1ccc(S(=O)(=O)NCC(=O)NC2CCCC2)cc1	-6	-2	-1.2	-8	10	nt
33	CC1=NN(C(=O)COc2ccccc2)C(O)(c2cccnc2)C1 (centres undefined)	-4	-5	-3.2	-14	10	nt
34	O=C(c1cccc(C(F)(F)F)c1)C1CCCN(C(=O)Cn2cncn2)C1 (centres undefined)	0	-2	1.6	-6	-18	-2
35	CCOCCCNC(=O)c1cn(CC(C)C)c(=O)c2cc(OC)c(OC)cc12	-2	0	-1.3	-2	-23	nt
36	O=C(CN1CCN(c2ccccc2O)CC1)Nc1cc(S(=O)(=O)N2CCCC2)ccc1Cl	-8	-5	-0.4	-1	-2	35
37	Cc1cc(N=Nc2ccccc2C(=O)O)c(C)c(C)c1O	-8	-17	-1.8	8	100*	-20
38	COc1ccccc1NC(=O)/C(=C/c1cccs1)NC(=O)c1ccco1	-6	-4	-0.4	-4	-6	11
39	Cc1c(/C=N/NC(=O)C2(O)c3ccccc3-c3ccccc32)cnn1C	2	-6	0.2	-7	-10	110
40	O=C(O)c1cn(Cc2ccccc2)nc1-c1cccnc1	0	-4	2.1	7	6	-2
41	COc1ccc(N2C(=S)NC3N2C(=S)NC3(C)c2ccccc2)cc1 (centres undefined)	4	1	-1.1	-11	-17	-12
42	Cc1nc2ccc(NC(=O)N3CCOCC3)cc2s1	3	-1	-1.4	-11	17	76
43	O=C(COc1ccc2c(c1)oc(=O)c1ccccc12)N[C@@H](Cc1ccccc1)C(=O)O	-8	-2	0.0	-4	18	0
44	Cc1ccc(C2NC(=O)c3ccccc3N2)c(C)c1 (centres undefined)	-4	-1	0.0	-16	28	nt

entry	cardiac RTF act	LANA DNA inh	RTF Ca sens inh	Rtt109 Vps75	NSD2 inh
31	-6	-1.9	-9	-1	25
32	5	0.1	-9	8	-4
33	0	0.1	0	nt	-4
34	-1	-1.2	0	-2	-3
35	0	0.2	0	1	nt
36	-2	0.8	-1	9	-5
37	-10	-4.5	-1	37	24
38	nt	1.2	nt	1	-2
39	10	-0.9	2	2	3
40	-2	-0.3	2	nt	-5
41	10	2.2	-8	-6	5
42	3	-1.6	-14	3	-7
43	8	1.5	-1	8	nt
44	-5	-1.3	0	3	-2
